# CIT2 TOR yeast: modulators of TOR pathway CIT2-GFP in S. cerevisiae; GFP response vs DMSO, % at 10 µM; actives 0.065% (n = 320,000); S. cerevisiae CIT2-GFP strain, flow cytometry, 3 h; 100 means same as DMSO wells;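 active = GFP response relative to DMSO above a set limit, near the screen mean plus 3 SD, cut at about 150% in these data; inconclusive = Fewer than 70 cells measured for a yeast strain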;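 also: ratio of well median GFP fluorescence to mean of DMSO wells on the plate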
# VLA-4 inh: inhibition in a human VLA-4 binding assay. inhibition, % (about 7 µM as worked out from the volumes in the protocol). VLA-4 expressing cells, ligand binding flow cytometry. actives 0.2% (n = 330,000); in the data active = inhibition above about 50%
# MEP2-GFP yeast: yeast TOR pathway MEP2-GFP modulation; S. cerevisiae MEP2-GFP strain, flow cytometry GFP, 3 h; 100% = DMSO control level; GFP response vs DMSO, % at 10 µM; actives 0.51% (n = 330,000); AID 2016;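 active = GFP response versus DMSO above a set limit, roughly screen mean plus 3 SD, cut at about 180% in these data; inconclusive = fewer than 70 cells counted for a yeast strain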;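 also: median GFP fluorescence of the barcode-gated MEP2-GFP cells per well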
# GASC-1 inh: blocks human GASC-1 demethylase activity; GST-JMJD2C(1-420) H3K9me3 demethylation, DELFIA europium; inhibition, % at 2.35 µM; actives 0.069% (n = 330,000); AID 2099;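 active = more than half of a compound's replicate wells show inhibition beyond 50%, single wells judged on their own value; inconclusive = some, but no more than half, of replicates pass 50% inhibition; inactive = no replicate passes 50% inhibition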;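 also: signal counts dimethyl H3K9 product captured on neutravidin plate; 0% = median of DMSO wells and 100% = 0.3 times that DMSO median; strong numbers were not always called active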
# Target sequence (Q9H3R0 1-420 limits assumed): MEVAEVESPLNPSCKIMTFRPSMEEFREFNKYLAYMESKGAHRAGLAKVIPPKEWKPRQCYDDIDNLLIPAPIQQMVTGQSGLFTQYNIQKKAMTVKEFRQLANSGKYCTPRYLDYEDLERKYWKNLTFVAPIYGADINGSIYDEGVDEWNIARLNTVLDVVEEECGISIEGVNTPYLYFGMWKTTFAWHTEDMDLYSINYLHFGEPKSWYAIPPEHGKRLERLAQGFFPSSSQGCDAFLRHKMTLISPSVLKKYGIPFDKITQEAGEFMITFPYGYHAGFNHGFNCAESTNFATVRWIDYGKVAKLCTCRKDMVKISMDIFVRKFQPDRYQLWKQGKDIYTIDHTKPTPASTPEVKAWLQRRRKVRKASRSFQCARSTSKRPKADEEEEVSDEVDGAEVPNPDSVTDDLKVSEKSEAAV
# RPL19A TOR yeast: modulators of TOR pathway RPL19A-GFP in S. cerevisiae; S. cerevisiae RPL19A-GFP strain, flow cytometry, 3 h; hits give low values; percent response vs DMSO, % at 10 µM; actives 0.3% (n = 330,000); AID 2025;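 active = percent response vs DMSO below 50%; inconclusive = fewer than 70 events counted for the yeast strain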;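 also: median channel GFP fluorescence of the barcoded RPL19A-GFP strain; ratio of sample median GFP to plate DMSO average so 100% = DMSO; lower means less RPL19A-GFP as with rapamycin TOR inhibition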
# AGP1 TOR yeast: modulators of TOR pathway AGP1-GFP in S. cerevisiae; S. cerevisiae AGP1-GFP multiplex flow cytometry, 3 h; GFP as percent of DMSO wells; actives 0.02% (n = 320,000); AID 2066; GFP response vs DMSO, % at 10 µM;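 active = GFP response relative to DMSO above a set limit, near screen average plus 3 SD, cut at about 150% in these data; inconclusive = fewer than 70 cells counted for the yeast strain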;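 also: median GFP channel fluorescence of the gated AGP1 strain per well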
# LAP4-GFP MLPCN: alters LAP4-GFP fluorescence in TOR pathway yeast screen; S. cerevisiae LAP4-GFP multiplex, flow cytometry GFP, 3 h; median GFP as percent of DMSO wells; GFP response vs DMSO, % at 10 µM; actives 0.34% (n = 320,000); AID 2023;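 active = GFP response vs DMSO above a set limit, about the screen mean plus 3 SD, cut at about 150% in these data; inconclusive = under 70 cell events counted for the yeast strain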
# GRK2 inh: blocks RNA aptamer binding to human GRK2; bead flow cytometry, FAM-aptamer displacement from GRK2; inhibition of aptamer binding, % at 10 µM; P25098; actives 0.59% (n = 330,000); AID 488847;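 active = inhibition of aptamer binding above 40%, roughly 3 SD of noise, on plates passing a quality check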;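 also: median bead fluorescence of bound FAM aptamer so fluorescent compounds give negative values; no value below 0 was filed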
# Target sequence (P25098 whole entry, looked up): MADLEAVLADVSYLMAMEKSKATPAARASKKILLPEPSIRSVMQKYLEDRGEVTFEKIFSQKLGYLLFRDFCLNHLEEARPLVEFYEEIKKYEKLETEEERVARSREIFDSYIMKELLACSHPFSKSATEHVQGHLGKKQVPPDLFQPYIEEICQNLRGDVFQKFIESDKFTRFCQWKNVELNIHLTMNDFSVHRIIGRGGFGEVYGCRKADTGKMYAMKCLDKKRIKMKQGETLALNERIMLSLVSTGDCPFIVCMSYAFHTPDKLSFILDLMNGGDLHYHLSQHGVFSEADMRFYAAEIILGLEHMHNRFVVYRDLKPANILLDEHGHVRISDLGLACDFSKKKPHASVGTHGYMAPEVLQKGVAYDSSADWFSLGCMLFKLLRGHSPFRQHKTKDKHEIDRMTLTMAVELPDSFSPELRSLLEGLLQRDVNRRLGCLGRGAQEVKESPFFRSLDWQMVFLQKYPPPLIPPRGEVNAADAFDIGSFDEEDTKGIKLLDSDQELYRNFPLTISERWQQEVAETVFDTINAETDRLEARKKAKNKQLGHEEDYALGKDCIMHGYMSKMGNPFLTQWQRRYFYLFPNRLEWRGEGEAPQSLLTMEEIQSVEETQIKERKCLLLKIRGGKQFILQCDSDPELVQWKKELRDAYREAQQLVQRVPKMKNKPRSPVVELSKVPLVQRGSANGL
# * hit, by the source's call; ? = inconclusive; / = not tested or not shown; & = joins results of further samples; [ ] = remark or other dose.
SMILES,CIT2 TOR yeast,VLA-4 inh,MEP2-GFP yeast,GASC-1 inh,RPL19A TOR yeast,AGP1 TOR yeast,LAP4-GFP MLPCN,GRK2 inh
O=C(Nc1ccnn1C1CCN(C(=O)c2ccc(Cl)c(F)c2)CC1)C1CCOC1 (centres undefined),107,3,102,3,112,99,73,3
COc1cc2c(cc1OC)C(c1cc3cc(OC)c(OC)cc3[nH]c1=O)N(C(=O)C1CC1)CC2 (centres undefined),86,9,88,/,91,91,88,0
Fc1ccc(Oc2ncccn2)c(F)c1,100,6,106,-1,101,95,88,0
CC(CCc1ccco1)NC(=O)Cn1ncc2c(=O)oc3ccccc3c21 (centres undefined),97,4,99,9,99,98,99,0
CCC(=O)n1nc(-c2ccc(OC)cc2)nc1N,106,-12,101,2,99,92,97,0
C=CCn1c(SCC(=O)N2CCOCC2)nnc1C(C)NC(=O)c1ccccc1 (centres undefined),103,-1,97,-9,99,107,100,3
CCN(CC)S(=O)(=O)c1ccc(OC)c(NC(=O)c2ccc(-n3cncn3)c([N+](=O)[O-])c2)c1,104,4,98,0,97,102,103,4
Cc1cc(C)nc(/N=C(\N)N(Cc2ccccc2)Cc2ccccc2)n1,91,1,103,-12,100,108,102,0
C#CCOCCOCCOCCNc1nc(N2CCN(C(=O)[C@H]([C@@H](C)CC)n3cc([C@@H](N)Cc4ccc(O)cc4)nn3)CC2)nc(N2CCN(C(=O)[C@H]([C@@H](C)CC)n3cc([C@@H](N)CC(C)C)nn3)CC2)n1,83,1,92,-13,98,87,105,0
CC1(C)CC2CC(C)(CN2/C=C2/CCCCC2=O)C1 (centres undefined),109,-10,114,1,103,105,112,0
COC(=O)C(Cc1ccccc1)NC(=O)CNS(=O)(=O)c1ccc(Br)cc1 (centres undefined),94,3,89,1,98,108,106,1
O=C(COC(=O)c1cnccn1)NC(=O)c1ccccc1,98,-80,98,8,96,99,99,29
COc1cccc(CN2CCN(Cc3ccc4c(c3)OCCO4)CC2CCO)c1 (centres undefined),92,4,102,0,98,102,108,2
c1ccc(Nc2c3c(nc4ncnn24)CCC3)cc1,98,13,100,1,100,102,105,0
CCC(=O)c1ccc(OCC(=O)OCC(=O)Nc2ccc(C)c(S(=O)(=O)N3CCCCC3)c2)cc1,86,5,101,-5,96,95,90,5
COc1ccc(OC)c(-c2csc(NC(=O)Cc3ccccc3)n2)c1,110,-3,108,19,103,100,118,0
CS/C(N)=N/N=C/c1cc(Br)cc(Br)c1O,98,-1,107,0,95,91,128,4
O=C(OCC(=O)N1CCc2ccccc2C1)c1ccc(OC(F)F)cc1,86,5,96,/,92,87,97,0
Cc1ccc(NC(=O)CCC(=O)OCC(=O)c2ccc(Oc3ccc([N+](=O)[O-])cc3)cc2)cc1C,99,2,119,-1,99,105,102,7
COC(=O)c1ccc(/C=N/NC(=O)CC(=O)NC2CCCCC2)cc1,91,4,94,-8,95,95,103,0
COc1cc(C(=O)OCC(=O)NC2CCS(=O)(=O)C2)ccc1OCc1c(C)noc1C (centres undefined),104,20,108,2,113,114,107,0
O=C(NCC(=O)N(c1cccnc1)C(C(=O)NC1CCCCC1)c1ccccc1F)c1ccco1 (centres undefined),96,11,106,10,98,100,109,0
CC(=O)c1ccc(OCC(=O)Nc2ccc(N3CCCCC3)cc2)cc1,104,-3,108,-1,103,107,110,0
Cc1c(Cl)cccc1NC(=S)N1CCN(Cc2ccccc2)CC1,93,3,86,3,83,78,87,0
NS(=O)(=O)c1ccc(CCNCc2ccccc2OCc2ccc(Cl)cc2)cc1,99,4,106,-6,105,97,100,0
SMILES,CIT2 TOR yeast,VLA-4 inh,MEP2-GFP yeast,GASC-1 inh,RPL19A TOR yeast,AGP1 TOR yeast,LAP4-GFP MLPCN,GRK2 inh
O=C(NCCN1CCCC1=O)C1CCC(=O)N(CCc2ccc(Cl)cc2)C1 (centres undefined),91,10,98,-12,103,88,78,1
O=C(/C=C/c1ccccc1Cl)Nc1cccc(S(=O)(=O)NC2=NCCCCC2)c1,87,6,90,3,92,88,91,1
CC(=O)N1CCN(c2ccccc2NC(=O)c2cccs2)CC1,92,16,89,-11,95,95,107,4
Cc1ccc(NS(=O)(=O)c2ccc(Cl)c(NC(=S)NC(=O)C3CCCCC3)c2)cc1Cl,101,8,90,0,115,75,75,3
CCCCNC(=O)COCc1cc(-c2ccc3c(c2)OCO3)on1,108,7,116,-4,108,98,94,1
COc1ccc(C(c2nnnn2Cc2cccs2)N2CCN(c3ccccc3)CC2)cc1OC (centres undefined),90,10,95,3&5,103,100,101,4
COc1ccc(-c2cc(C(F)(F)F)nc(SCC(=O)NCc3ccco3)n2)cc1OC,86,1,85,3&-5,88,/,86,0
CCN(CC)c1ccc(/C=N/N2CCN(Cc3ccccc3)CC2)c(O)c1,84,-10,104,-5,100,75,101,2
Cc1ccc(C(=O)CCC(=O)Nc2ccccc2C)cc1C,99,-1,103,35,103,98,99,2
CC(C)n1nnnc1-c1cc(Cl)cc(Cl)c1,102,5,100,-1,/,95,101,0
C1CSC2(N1)C1CC3CC(C1)CC2C3 (centres undefined),114,-3,106,-1,102,106,109,0
COc1ccc(-c2nnn(Cc3nc(N)nc(N4CCOCC4)n3)n2)cc1OC,91,-2,88,-4,88,/,89,0
O=C(C1CCCCC1)N1CCN(C(=O)C2CCCCC2)CC1,105,22,103,-1,99,105,109,0
CCc1ccc(-c2cc(C)no2)cc1S(=O)(=O)NCCc1ccc(S(N)(=O)=O)cc1,?,4,155[may fluoresce violet],8,34*[may fluoresce violet],?,79[may fluoresce violet],0
COc1ccc(-c2oc3ccccc3c2C(=O)Oc2ccccc2)cc1,119,-9,104,5,101,99,136,0
Cc1sc(NC(=O)CSc2nnc(N)s2)c(C#N)c1C,101,-2,106,0,105,100,97,0
O=C(CN1C(=O)COc2ccc(S(=O)(=O)N3CCCC3)cc21)N1CCCC1,93,9,94,7,98,97,95,1
CCOC(=O)C1CCCN(C(=O)c2ccc(CNc3c(N4CCC(C)CC4)c(=O)c3=O)cc2)C1 (centres undefined),98,9,94,8,100,99,99,0
NS(=O)(=O)c1ccc(SCc2ccccc2)nc1,96,1,99,-4,99,103,105,3
Cc1cc2ccccn2c1C(=O)c1ccc([N+](=O)[O-])o1,121,9,101,2,84,97,218*,0
CCNC(=S)N/N=C/c1cc(C)ccc1C,96,-4,100,1,102,91,99,7
COc1cccc(-n2nnc3c(=O)n(C/C=C/c4ccccc4)cnc32)c1,83,9,91,-24,92,90,96,1
O=C(NCc1ccccc1Cl)c1ccc(CS(=O)(=O)c2ccccc2)o1,100,-7,96,-2,99,104,108,2
COc1ccc(S(=O)(=O)N(CC(=O)N2CCCC2)Cc2ccccc2)cc1,96,1,99,-2,96,97,106,4
Cc1sc(N)nc1C12CC3CC(CC(C3)C1)C2,106,2,101,12,95,104,111,2
SMILES,CIT2 TOR yeast,VLA-4 inh,MEP2-GFP yeast,GASC-1 inh,RPL19A TOR yeast,AGP1 TOR yeast,LAP4-GFP MLPCN,GRK2 inh
COc1ccc(C(=O)NNC(=O)C2=NN(c3ccccc3)C(=O)CC2)cc1,98,4,92,-21,97,97,92,4
COc1ccc(CN2CCN(Cc3ccc(Br)cc3)CC2)c(OC)c1OC,112,0,118,16,105,88,103,0
CSc1ncc(C(=O)Nc2ccccc2)cn1,102,-2,110,3,106,105,116,1
Cc1occc1C(=O)Nc1nn[nH]n1,92,9,98,2,94,93,92,3
O=c1[nH]c2ccccc2c2oc(CCl)nc12,108,3,104,-7,113,118,113,2
CCCCNC(=O)C1CC(c2cccc(F)c2)=NO1 (centres undefined),98,4,98,-2,97,90,131,0
O=C(CCNC(=O)c1ccc([N+](=O)[O-])cc1)Nc1ccccc1N1CCCC1,94,-7,80,27,89,92,94,0
Cc1ccc(COC(=O)CN2C(=O)NC3(CCCC3)C2=O)cc1,103,-16,115,-9,110,105,111,6
CC1SC(=NC(=O)c2ccco2)NC1=O (centres undefined),100,-12,92,-24,90,93,90,3
C[C@H](NC(=O)C1CC(=O)N(c2ccc3c(c2)OCO3)C1)C(=O)NC1CCCCC1 (some centres undefined),97,11,99,-10,101,101,95,2
Cc1cccc2cc(CN(Cc3ccco3)C(=O)c3cccs3)c(=O)[nH]c12,93,5,93,-40,87,91,93,/
CCCCNC(=O)c1oc2ccc(S(=O)(=O)N3CCCC3)cc2c1C,97,14,112,7,100,101,100,0
COc1ccc(N2CC(C(=O)Nc3nnc(SCC(=O)NCc4ccco4)s3)CC2=O)cc1 (centres undefined),104,-2,96,3,98,100,100,2
NC(=O)CC[C@H](NC(=O)c1ccc(F)cc1)C(=O)OCC(=O)NCc1ccc2c(c1)OCO2,108,4,113,-7,104,104,104,0
COc1cccc(CNC(=O)CCC(=O)n2ncc3cc(C)ccc32)c1OC,93,-7,98,-2,96,96,102,0
O=C(CN1CCN(S(=O)(=O)c2ccccc2)CC1)Nc1ccc(Cl)c([N+](=O)[O-])c1,95,4,93,-4,91,103,98,1
CCN1CCN(c2nc(NCCO)c3ccccc3n2)CC1,125,7,111,0,108,113,88,3
CC(C)c1cc(CNC(=O)C2CCC(=O)N(Cc3ccccc3F)C2)on1 (centres undefined),101,-9,97,-2,98,103,104,0
COc1cccc(C(=O)N2CCC(C(=O)NCc3ccc(C)cc3)CC2)c1,?,0,258*[may fluoresce red and violet],2,?,?,92[may fluoresce red and violet],2
O=C1NC(CCc2ccccc2)C(=O)N1Cc1ccc(Br)cc1 (centres undefined),101,27,106,5,103,105,96,0
Cc1ccc(S(=O)(=O)N(C)c2ccc(OCC(=O)Nc3ccc(C(=O)N(C)C)cc3)cc2)cc1C,94,5,95,/,93,93,92,0
O=C(COC(=O)c1ccc(O)cc1)NCCC1=CCCCC1,98,61*,105,/,96,96,95,4
O=C(Nc1ccccc1)Nc1nc(-c2ccccc2)cs1,101,-1,96,0,99,104,124,0
O=[N+]([O-])/C(C(Cl)=C(Cl)Cl)=C(\Nc1ccc(F)cc1)n1cncn1,94,6,115,6,100,108,107,1
COC(=O)c1cc(NC(=O)CSc2nc(C)cc(=O)[nH]2)cc(C(=O)OC)c1,102,23,101,9,105,103,107,0
SMILES,CIT2 TOR yeast,VLA-4 inh,MEP2-GFP yeast,GASC-1 inh,RPL19A TOR yeast,AGP1 TOR yeast,LAP4-GFP MLPCN,GRK2 inh
CCOc1ccc(S(=O)(=O)N(CC(=O)NCc2cccnc2)c2ccc(F)cc2)cc1,99,-4,100,-5,105,101,101,7
CCOC(=O)c1cnn(Cc2ccc(C)cc2)c1N,100,2,108,1,111,96,104,0
O=C(CCCc1nc(-c2ccccc2)no1)NCc1cccnc1,85,0,109,5,106,103,104,0
Cc1cc(CNC(=O)Cn2nc(C)c([N+](=O)[O-])c2C)c2ccccc2n1,105,21,92,-3,104,102,103,0
C#CCOC(=O)C(NC(=O)c1ccccc1)=C(C)C,95,12,98,-1,97,98,101,0
COc1ccc(NC(=S)NCc2ccccn2)cc1OC,99,0,101,11,100,103,92,0
Cc1cc(C)cc(-c2nnc(SCC(=O)NCc3cccs3)o2)c1,86,-7,95,-2,93,91,101,6
Cc1ccc(NC(=O)CCCn2c(=O)[nH]c3ccsc3c2=O)cc1,101,-2,105,3,111,107,110,2
COc1ccc2cc(CN(C(=O)Nc3ccccc3)C3CCCC3)c(=O)[nH]c2c1,89,6,107,-7,93,93,101,0
Cc1cc(OCCCN2CCCC2)ccc1Cl,107,-9,99,4,108,107,89,0

# Just GASC-1 inh (two entries from above):
structure | GASC-1 inh
CCOc1ccc(S(=O)(=O)N(CC(=O)NCc2cccnc2)c2ccc(F)cc2)cc1 | -5
CCOC(=O)c1cnn(Cc2ccc(C)cc2)c1N | 1

# Bioassay records (PubChem)
